# Assay outcomes as filed in PubChem.
# PolyA inhibitor: yeast polyadenylation inhibition; AID 1875; 300,000 compounds, 0.02% hits; S. cerevisiae SKY197-pL101 polyadenylation reporter, beta-gal luminescence; efflux-impaired pdr1/pdr3 knockout yeast; score 100 = 6 SD above DMSO; calls only at 12 µM;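 active means lowest replicate activity score at least 50, where 100 means six control SD above control mean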;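 further: yeast exposed to compound for 9 h at 30 °C; higher score means more reporter readthrough which indicates perturbed polyadenylation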
# Platelet DG rel: platelet dense granule release activity | 300,000 compounds, 0.22% hits | inhibition, %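 (compounds screened at 7.5 µM in platelet-rich plasma)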 | AID 1663 | human platelet-rich plasma, SFLLRN dense granule ATP release, luminescence;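 active means mean replicate score, as percent of positive control, at or above 50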
# KCNK3 block: human KCNK3 channel inhibition, primary screen; CHO-KCNK3 thallium flux, FluxOR fluorescence; hits give low values; B-score at 10 µM; 340,000 compounds, 0.84% hits; AID 602410;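 active means B-score under library mean minus 4 SD, starting fluorescence ratio at most library mean plus 5 SD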;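 further: more negative B-score means stronger inhibition of thallium flux through KCNK3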
# TRPC4 inh: inhibitors of mouse TRPC4 channel | 300,000 compounds, 0.39% hits | Q9QUQ5 | B-score at 10 µM | HEK293 TRPC4beta/mu-opioid, DAMGO-evoked Fluo4 calcium flux; hits give low values | AID 2247;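 active means B-score over 3 SD under the library average, no early fluorescence shift, positive overall ratio signal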
# Target sequence (Q9QUQ5 whole entry, looked up): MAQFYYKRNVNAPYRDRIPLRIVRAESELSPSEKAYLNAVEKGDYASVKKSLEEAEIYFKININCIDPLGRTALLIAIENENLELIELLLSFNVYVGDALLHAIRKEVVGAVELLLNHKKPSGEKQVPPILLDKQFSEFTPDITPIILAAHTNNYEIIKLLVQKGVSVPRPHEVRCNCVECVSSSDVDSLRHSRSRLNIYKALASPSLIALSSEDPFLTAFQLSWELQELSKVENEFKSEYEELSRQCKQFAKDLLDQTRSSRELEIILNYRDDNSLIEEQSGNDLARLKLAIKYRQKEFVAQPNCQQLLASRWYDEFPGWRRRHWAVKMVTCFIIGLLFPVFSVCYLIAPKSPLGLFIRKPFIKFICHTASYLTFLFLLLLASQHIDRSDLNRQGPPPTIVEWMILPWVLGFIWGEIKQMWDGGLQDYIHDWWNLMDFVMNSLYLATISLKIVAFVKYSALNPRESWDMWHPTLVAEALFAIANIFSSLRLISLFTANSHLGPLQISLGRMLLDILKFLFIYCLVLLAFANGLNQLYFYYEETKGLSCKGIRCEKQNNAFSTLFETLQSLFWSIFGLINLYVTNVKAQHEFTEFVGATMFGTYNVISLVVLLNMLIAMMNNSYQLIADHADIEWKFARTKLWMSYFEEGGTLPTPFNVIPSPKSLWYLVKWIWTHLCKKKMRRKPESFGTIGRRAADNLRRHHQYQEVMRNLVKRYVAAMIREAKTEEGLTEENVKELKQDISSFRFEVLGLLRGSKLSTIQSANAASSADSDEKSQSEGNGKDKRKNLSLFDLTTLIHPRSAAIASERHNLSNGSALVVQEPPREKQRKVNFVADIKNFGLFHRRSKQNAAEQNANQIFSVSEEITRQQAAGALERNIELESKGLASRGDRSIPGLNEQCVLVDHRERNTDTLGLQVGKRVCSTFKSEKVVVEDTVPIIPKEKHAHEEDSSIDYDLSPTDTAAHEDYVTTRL
#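 Assay system – HEK293 line stably carrying TRPC4beta and mu-opioid receptor · Doses – single dose · Detection – Fluo4 calcium-dye fluorescence, kinetic read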
# KCNQ1 block: blocks the human KCNQ1 potassium channel. P51787. CHO-K1 KCNQ1, FluxOR thallium flux fluorescence; hits give high values. B-score at 10 µM. 310,000 compounds, 1.3% hits. AID 2642;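 active means compounds whose thallium flux B-score, printed positive for inhibition, exceeds three library SD while starting fluorescence stays within three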;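 further: channel opened by potassium depolarization with thallium stimulus after 20 min compound exposure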
# hERG rescue: compounds protecting human hERG from proarrhythmic drug block; Q12809; CHO-hERG, FluxOR thallium flux, dofetilide IC70 present; activation (rescue from dofetilide block), less the hit threshold, % at 10 µM; 310,000 compounds, 0.51% hits;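 active means activation above the mean of controls blocked by dofetilide plus 5 SD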;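 further: thallium influx through hERG after potassium depolarization seen as dye fluorescence rise; in these data hits start at about 4.7%; inactives centre near -7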
# KCNQ1 act: human KCNQ1 channel potentiation or activation; CHO-K1 KCNQ1, thallium flux FluxOR fluorescence; hits give high values; B-score at 10 µM; 310,000 compounds, 0.35% hits;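 active means fluorescence ratio B-score, a plate-corrected score, at least three library SD, with initial intensity B-score within 5 SD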
#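 Medium – assay buffer, equal DMSO in all wells · Material – CHO-K1 cell line with stable KCNQ1 potassium channel expression · Signal – kinetic FluxOR thallium fluorescence, 10-s 1-Hz baseline, 110-s post-stimulus read · Compound – single concentration per compound, DMSO matched to controls · Schedule – 37 °C overnight plating, 90-min dark dye load, 20-min compound pretreatment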
# Dyrk1A ADPGlo: inhibitors of rat Dyrk1A kinase; Q63470; ADP-Glo luminescence, NFATc1 peptide; inhibition, % at 12.5 µM; 310,000 compounds, 0.43% hits; AID 504441; in the data active means inhibition above about 50%;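 further: plate controls were vehicle with enzyme for no effect and no enzyme for full effect; many of its hits are not listed in these tables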
# KCNK9 inh: human KCNK9 channel inhibition. 310,000 compounds, 1.2% hits. AID 488922. B-score at 10 µM. HEK293 KCNK9, FluxOR thallium flux fluorescence; hits give low values;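 active means ratio B-score over 3 SD below the library mean, with starting fluorescence within 5 SD of its mean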;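 further: negative B-score means less thallium flux so channel inhibition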
# TRPC4 PAM: allosterically enhances the mouse TRPC4 cation channel; Q9QUQ5; HEK293 TRPC4beta/mu-opioid, DAMGO EC20, Fluo-4 Ca2+ flux; hits give high values; B-score at 10 µM; 310,000 compounds, 0.42% hits; AID 2227;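 active means B-score of calcium response area above 5 SD of library B-scores, with initial fluorescence ratio within 5 SD of library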;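 further: B-score of integrated fluorescence ratio over time as area under calcium response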
# TRPC4 act: TRPC4 (mouse) channel activation; 310,000 compounds, 0.49% hits; B-score at 10 µM; HEK293 TRPC4beta/mu-opioid, Fluo4 calcium fluorescence; hits give high values;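 active means B-score above 5 SD of library B-scores, and initial fluorescence ratio not above library mean plus 5 SD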;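 further: positive B-score marks a calcium rise read as TRPC4 activation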
#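 Material: TRPC4beta and mu-opioid receptor HEK293 stable cells | Incubation: 45 min room-temperature Fluo4 loading, 110 s read | Detection: Kinetic Fluo4 calcium fluorescence | Measure: Integrated baseline-normalised fluorescence ratio, converted to per-well B score | Benchmarks: Low control buffer alone, high control maximal DAMGO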
# The depositor's hits bear a star; i = inactive; / = not tested or not shown. Only part of the results is shown; rates above refer to the full screens.
SMILES | PolyA inhibitor | Platelet DG rel | KCNK3 block | TRPC4 inh | KCNQ1 block | hERG rescue | KCNQ1 act | Dyrk1A ADPGlo | KCNK9 inh | TRPC4 PAM | TRPC4 act
CCOC(=O)c1c(NC(=O)CC)sc(C(=O)NC2CCCC2)c1C | i | 7 | i | i | i | -5 | i | 0 | i | i | i
O=[N+]([O-])c1ccc(CS(=O)(=O)N2CCN(c3ccccc3)CC2)cc1 | i | 5 | i | i | i | -6 | i | 0 | i | i | i
O=C(c1ccco1)N1CCN(Cc2cccc3ccccc23)CC1 | i | 3 | i | i | i | 0 | i | -2 | i | i | i
COc1ccc2cc(C(=O)NCC(=O)O)sc(=O)c2c1OC | i | 2 | i | i | i | -3 | i | -2 | i | i | i
O=C(Nc1nnc(-c2ccccc2Cl)s1)c1ccccc1F | i | 2 | i | i | i | -8 | i | 3 | i | i | i
Cc1ccc(C(=O)CCC(=O)Nc2cccc(C(F)(F)F)c2)cc1C | i | -2 | i | i | i | -7 | i | 2 | i | i | i
C=CCn1c(Cc2cccs2)nnc1SCC(=O)Nc1ccc(OC)c(OC)c1 | i | 0 | i | i | i | -10 | i | 4 | i | i | i
COc1cc2cc(Oc3ccc4ccc(=O)oc4c3)c(=O)oc2cc1OC(=O)C=C(C)C | i | -14 | / | i | i | -8 | i | / | i | i | i
C=CCNc1c2c(nc3ncnn13)CC(C)CC2 (centres undefined) | i | 0 | i | i | i | -12 | i | 23 | i | i | i
COCCN(C(=O)CSc1nc2ccc(OC)cc2[nH]1)c1c(N)n(Cc2ccccc2)c(=O)[nH]c1=O | i | 1 | i | i | i | -7 | i | 4 | i | i | i
O=C(CCN1C(=O)/C(=C/c2ccccc2)SC1=S)N1CCCCCC1 | i | 12 | i | i | i | -5 | i | 3 | i | i | i
CCOC(=O)c1sc(=NC(=O)c2ccccc2Br)n(C)c1C | i | 7 | i | i | i | -4 | i | 0 | i | i | i
COC(=O)/C=C1\SC(=NC(=O)c2ccc(C)cc2)NC1=O | i | -1 | i | i | i | -2 | i | 3 | i | i | i
CC1CCN(S(=O)(=O)c2ccc3c(c2)oc(=O)n3C)CC1 | i | 1 | i | i | i | 2 | i | -4 | i | i | i
CC(C)Nc1nc(-c2ccccc2)nnc1-c1ccccc1 | i | 4 | i | i | i | -25 | i | -3 | i | i | i
COc1ccccc1OCCn1nnc2ccccc21 | i | 0 | i | i | i | -9 | i | 10 | i | i | i
CCN(CC)C(=O)COc1ccc(/C(C)=N/NC(=O)c2ccccc2-n2cccc2)cc1 | i | -7 | i | i | i | -15 | i | 2 | i | i | i
COc1ccc(NS(=O)(=O)c2cccc(C(=O)OCC(=O)Nc3cc(C)on3)c2)cc1 | i | -7 | i | i | i | -5 | i | -17 | i | i | i
COc1nc(C)cc(C)c1S(=O)(=O)c1ccccc1C | i | 1 | i | i | i | -4 | i | -7 | i | i | i
COc1ccc(N2CCN(C(=O)CSc3ccccc3)CC2)cc1 | i | -3 | i | i | i | 0 | i | -7 | i | i | i
CC1(C)OC(=O)C(=NNc2ccc(Cl)cc2)C(=O)O1 | i | 0 | i | i | i | -5 | i | 1 | i | i | i
CCn1c(Cc2ccccc2)nnc1SCC(=O)NC1CCCC1 | i | 0 | i | i | i | -7 | i | -3 | i | i | i
CCc1nnc(NC(=O)CSc2nc3ccccc3s2)s1 | i | 1 | i | i | i | -1 | i | -4 | i | i | i
CCOC(=O)CSc1nnc(Cc2ccc(OC)cc2)n1-c1ccccc1 | i | 1 | i | i | i | -13 | i | 2 | i | i | i
CN(C)CCC(=O)N1c2ccccc2Sc2ccc(C(F)(F)F)cc21 | i | -1 | i | i | i | -14 | i | 9 | i | i | i
NS(=O)(=O)c1ccc(-c2ccc(/C=C3\SC(=S)N(C4CCS(=O)(=O)C4)C3=O)o2)cc1 (centres undefined) | i | -3 | i | i | i | -16 | i | / | i | i | i
Cc1ccc2[nH]c(=O)c(CN(CC3CCCO3)S(=O)(=O)c3cccc4nsnc34)cc2c1 (centres undefined) | i | -5 | i | i | i | -9 | i | -8 | i | i | i
COc1ccc(N2CCN(CC(O)COc3c(OC)cccc3OC)CC2)cc1 (centres undefined) | i | -2 | i | i | i | -5 | i | -3 | i | i | i
Cc1cccc([C@@H]2[C@@H]3C(=O)N(Cc4ccccc4)C(=O)[C@@H]3[C@]3(CC(C)C)C(=O)N(c4cccc(Cl)c4)C(=O)N23)c1 | i | 7 | i | i | i | 0 | i | -5 | i | i | i
CCCCOc1cccc(C2C(C(=O)c3ccc(C)o3)=C(O)C(=O)N2c2nnc(C)s2)c1 (centres undefined) | i | 4 | i | i | 9* | -12 | i | 5 | i | i | i
Cc1ccc(S(=O)(=O)N(C)CC(=O)Oc2ccc(-c3nnco3)cc2)cc1 | i | 18 | i | i | i | -17 | i | 14 | i | i | i
CCN(C(=O)CSc1nc2cc(Cl)ccc2c(=O)n1Cc1ccco1)C1CCS(=O)(=O)C1 (centres undefined) | i | 15 | i | i | i | 0 | i | 11 | -10* | i | i
O=C(NC(=S)Nc1ncccn1)c1ccccc1Br | i | 1 | i | i | i | -10 | i | 13 | i | i | i
CC(NC(=O)[C@H](C)NC(=O)[C@@H]1CSC2c3ccccc3C(=O)N21)c1ccccc1 (some centres undefined) | i | 21 | i | i | i | -7 | i | 2 | i | i | i
CC(=O)Nc1ccc(S(=O)(=O)N(C)CC(=O)OCC(=O)N(C)c2ccccc2)cc1 | i | 5 | i | i | i | -15 | i | -3 | i | i | i
CCOC(=O)C(=O)Nc1cccc(C(=O)OCC)c1 | i | 21 | i | i | i | -7 | i | 0 | i | i | i

# With a hit mark in KCNQ1 block, of those listed so far:
Compound	PolyA inhibitor	Platelet DG rel	KCNK3 block	TRPC4 inh	KCNQ1 block	KCNQ1 act	Dyrk1A ADPGlo	KCNK9 inh	TRPC4 PAM
CCCCOc1cccc(C2C(C(=O)c3ccc(C)o3)=C(O)C(=O)N2c2nnc(C)s2)c1 (centres undefined)	i	4	i	i	9*	i	5	i	i

# Continued:
SMILES | PolyA inhibitor | Platelet DG rel | KCNK3 block | TRPC4 inh | KCNQ1 block | hERG rescue | KCNQ1 act | Dyrk1A ADPGlo | KCNK9 inh | TRPC4 PAM | TRPC4 act
O=C(c1cccc(Cl)c1)N1CCN(Cc2ccccc2F)CC1 | i | 4 | i | i | i | -4 | i | 4 | i | i | i
CC(C)CCNC(=O)[C@@H](NC(=O)c1c(F)cccc1F)C(C)C | i | 1 | i | i | i | -16 | i | 0 | i | i | i
O=C1CC(c2ccccc2)SC(N(c2ccccc2)c2ccccc2)=N1 (centres undefined) | i | -1 | i | i | i | -2 | i | 4 | i | i | i
CCc1ccc2[nH]c(=O)c(CN(CCCN3CCOCC3)C(=O)Nc3ccccc3)cc2c1 | i | 1 | i | i | i | -12 | i | 5 | i | i | i
CCn1cc(CN2CCc3c([nH]c4ccccc34)C2c2ccc(F)c(OC)c2)c(C)n1 (centres undefined) | i | 3 | i | i | i | -15 | i | 4 | i | i | i
O=C(CCC(=O)OCC(=O)c1ccc(C(F)(F)F)cc1)OCC(=O)c1ccc(C(F)(F)F)cc1 | i | 7 | i | i | i | -6 | i | / | i | i | i
FC(F)(F)c1cccc(Cn2nnnc2-c2ccc(Cl)cc2)c1 | i | 2 | i | i | i | -7 | i | 3 | i | i | i
CCCCCCn1c(N2CCCC2)nc2c1c(=O)n(C)c(=O)n2C | i | 1 | i | i | i | -13 | i | -2 | i | i | i
O=C(Nc1ccc(Cl)cn1)c1ccccc1[N+](=O)[O-] | i | -3 | i | i | i | -6 | i | 17 | i | i | i
CCC1(C)C(Nc2c(C)cccc2C)=NC(=S)N1c1ccc(NC(C)=O)cc1 (centres undefined) | i | -6 | i | i | i | -9 | i | 6 | i | i | i
Cc1ccc(N(C(C)C(=O)Nc2c(C)n(C)n(-c3ccccc3)c2=O)S(C)(=O)=O)cc1C (centres undefined) | i | -1 | i | i | i | -4 | i | 1 | i | i | i
CCn1c(CNC(=O)c2ccccc2Br)nnc1SCC(=O)Nc1nncs1 | i | -4 | i | i | i | -7 | i | -5 | i | i | i
Cc1ccc(SCc2ccc(C(=O)Nc3nccs3)o2)cc1 | i | 10 | i | i | i | -8 | i | / | i | i | i
COc1cccc(-c2nnc(SCC(=O)OC(C)C)n2N)c1 | i | -8 | i | i | i | -9 | i | 1 | i | i | i
CC(CCc1ccccc1)NC(=O)CCC(=O)N1CCC(C(=O)O)CC1 (centres undefined) | i | -6 | i | i | i | -2 | i | -3 | i | i | i
CCC(c1nnnn1CCOC)N1CCN(Cc2ccccc2)CC1 (centres undefined) | i | -7 | i | i | i | -9 | i | 1 | i | i | i
COc1ccc(/C=N/NC(=O)c2cc(-c3ccccc3)nc3ccccc23)c(OC)c1 | i | -3 | i | i | i | -8 | i | 2 | i | i | i
Cc1ccc(S(=O)(=O)N2CCCN(S(=O)(=O)c3ccc(C(F)(F)F)cc3)CC2)cc1 | i | 2 | i | i | i | -12 | i | -5 | i | i | i
COCCN1C(=O)C(=O)/C(=C(/O)c2cccc(OC)c2)C1c1ccc(C)o1 (centres undefined) | i | 3 | i | i | i | -6 | i | 10 | i | i | i
Cc1ccc(C(=O)Nc2cccc(NC(=O)c3cccs3)c2)c(C)c1 | i | 0 | -11* | i | i | -3 | i | / | -7* | i | i
Cc1ccc(CNC(=O)C2CC(c3ccccc3[N+](=O)[O-])=NO2)cc1 (centres undefined) | i | 4 | i | i | i | -6 | i | -2 | i | i | i
O=C(NCc1ccc2c(c1)OCO2)c1ccc(NC(=O)C2CCCO2)cc1 (centres undefined) | i | 0 | i | i | i | -2 | i | 1 | i | i | i
COC(=O)C(Cc1ccccc1)NCC(=O)Nc1cccc(Cl)c1C (centres undefined) | i | 12 | i | i | i | -12 | i | 7 | i | i | i
O=C(CN1C(=O)NC2(CCOc3ccccc32)C1=O)c1ccc(F)c(F)c1 (centres undefined) | i | -4 | i | i | i | -18 | i | -2 | i | i | i
CC(=O)N1CCOc2ccc(S(=O)(=O)Nc3ccc(C)cn3)cc21 | i | 1 | i | i | i | -6 | i | 1 | i | i | i
Cc1c(N2C(=O)CSC2c2ccco2)c(=O)n(-c2ccccc2)n1C (centres undefined) | i | -6 | i | i | i | -8 | i | -6 | i | i | i
C[C@H](NC(=O)Nc1cccc(Br)c1)C(=O)O | i | 6 | i | i | i | -11 | i | -4 | i | i | i
Cc1[nH]c(C)c2c(=O)[nH]ncc12 | i | 30 | i | i | i | -9 | i | 2 | i | i | i
